Source: PubChem (National Center for Advancing Translational Sciences (NCATS))
LDHA block: inhibitors of human lactate dehydrogenase A. 480,000 tested, 0.15% active. P00338. activity change, % (values are at about 110 or 230 µM). purified LDHA, NADH/diaphorase-resazurin fluorescence; hits give low values; in the data active means activity change below about -30%; inconclusive means mostly about -25% to -30%;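 further: plate controls were DMSO wells for no effect and wells without enzyme for full effect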
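Remaining NADH was detected by diaphorase (0.133 mg/mL) converting 37 µM resazurin to fluorescent resorufin, read at 0 and 20 minutes. The preceding 5-minute room-temperature reaction used 2 nM LDHA, 0.2 mM sodium pyruvate and 0.06 mM NADH at pH 7.4.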
Vif-APOBEC3G blk: blocks the Vif interaction with human APOBEC3G | Q9HC16 | HeLa A3G-eYFP + Vif (tagged APOBEC3G with the HIV-1 protein that degrades it), YFP fluorescence, overnight | Potency, µM (highest dose often 46.1 µM), for inactives: top-dose activity, negative = active, usual class: inhibitors | 410,000 tested, 0.076% active;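 further: potency means the concentration at half of the fitted maximal effect; on the % scale 0 is the no-effect control and ±100 the full control effect; nearly all actives have a fitted effect of over 60% in size; hits raise eYFP signal because A3G escapes Vif-driven loss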
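Read-out is eYFP fluorescence (Ex 488/Em 500-530) from Vif-expressing HeLa A3G-eYFP cells; more signal means A3G escaped Vif-mediated degradation. Cells plated overnight, compound pinned in, incubated overnight at 37 deg C.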
GRP78 ERSR act: inducers of ER stress response in human glioma cells | U87-MG GRP78 promoter luciferase reporter, 16 h | Potency, µM, for inactives: top-dose activation, most hits filed as activators | 420,000 tested, 0.02% active | AID 602332; further: potency means the concentration at half of the fitted maximal effect; series mostly up to about 76 µM; % of control where 0% means no effect; nearly all actives have a fitted effect of over 35% in size
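Stably transfected U87-MG human glioma cells carrying a GRP78-based luminescent sensor were seeded at 1000 cells/well, pin-dosed with compounds and incubated 16 h. Luciferase reagent was then added, and end-point luminescence was read after 10 min at room temperature.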
USP1 inh: inhibitors of human USP1/UAF1 deubiquitinase | O94782 | recombinant USP1/UAF1, Ub-Rhodamine cleavage fluorescence | Potency, µM (titrated, usually from 57.1 µM), for the others: at the highest dose activity change, negative = inhibition, actives largely listed as inhibitors | 390,000 tested, 0.23% active; further: potency means the concentration at half of the fitted maximal effect; on the % scale 0 is the no-effect control and ±100 the full control effect; nearly all actives have a fitted effect of over 60% in size; inactives centre near -12
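High-throughput fluorogenic screen: 1nM USP1/UAF1 complex, Ub-Rho substrate 150nM final, 50mM HEPES pH 7.8 with 0.5mM EDTA, 0.1 mg/ml BSA, 1mM TCEP and 0.01% Tween-20.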
PI4K2A block: PI4K2A (human) kinase inhibition; 420,000 tested, 0.13% active; activity change, negative = inhibition, % at 76.9 µM; purified PI4K2A, ADP-Glo luminescence, 1 h; hits give low values; AID 1346378; in the data active means activity change below about -50%; inconclusive means mostly about -30% to -49%;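 further: -100% = wells without enzyme as full effect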
Target sequence (Q9BTU6 whole entry, looked up): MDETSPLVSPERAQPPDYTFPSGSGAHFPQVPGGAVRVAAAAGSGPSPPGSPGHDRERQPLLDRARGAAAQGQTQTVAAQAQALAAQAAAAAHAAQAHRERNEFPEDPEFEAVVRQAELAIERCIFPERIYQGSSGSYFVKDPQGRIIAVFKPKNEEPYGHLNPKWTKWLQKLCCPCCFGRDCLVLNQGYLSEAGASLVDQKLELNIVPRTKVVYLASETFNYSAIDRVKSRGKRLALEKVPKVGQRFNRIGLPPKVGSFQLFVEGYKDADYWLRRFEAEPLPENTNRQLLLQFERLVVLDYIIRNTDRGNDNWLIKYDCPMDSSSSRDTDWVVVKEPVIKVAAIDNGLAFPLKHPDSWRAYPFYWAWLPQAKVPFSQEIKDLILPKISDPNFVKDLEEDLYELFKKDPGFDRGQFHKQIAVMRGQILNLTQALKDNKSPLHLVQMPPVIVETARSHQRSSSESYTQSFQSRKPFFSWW
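Compounds are screened against recombinant PI4K2A using PI as substrate and ATP, the latter dispensed at 300 microM. Reactions run one hour at ambient temperature before ADP-Glo detection; full inhibition defined by wells lacking enzyme.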
Vif-A3F inh: blocks the Vif interaction with APOBEC3F; 390,000 tested, 0.2% active; AID 602313; HeLa A3F-eYFP + Vif (tagged APOBEC3F with the HIV-1 protein that degrades it), YFP fluorescence increase; Potency, µM (titrated, usually from 46.1 µM), for inactives: at the top dose activity, negative = active; further: potency means the concentration at half of the fitted maximal effect; % of control where 0% means no effect; nearly all actives have a fitted effect of over 65% in size
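HeLa cells stably expressing Vif plus C-terminally eYFP-tagged A3F were seeded, incubated overnight at 37 deg C, dosed with compound, incubated overnight again at 37 deg C. Yellow fluorescence (Ex 488/Em 500-530) reported blocked Vif-mediated A3F-eYFP degradation.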
mIDH1 inhibitor: inhibitors of human mutant IDH1 R132H | Potency, µM (highest dose often 76.6 µM), without a hit: at the top dose activity change, negative = inhibition, usual class: inhibitors | IDH1-R132H enzyme, NADPH consumption, diaphorase/resazurin fluorescence | 390,000 tested, 0.093% active | AID 602179; further: potency means the concentration at half of the fitted maximal effect; on the % scale 0 is the no-effect control and ±100 the full control effect; nearly all actives have a fitted effect of over 65% in size
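IDH1-R132H (0.5 ug/mL) preincubated 30 min with compound, then NADPH (0.016 mM) and alpha-KG (2 mM) added; 80 min at RT, pH 7.5. Remaining NADPH coupled via diaphorase/resazurin to fluorescence (540/590 nm); concentration-response curves normalized to no-enzyme control.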
TrxR1 substrate: substrates of rat thioredoxin reductase 1 | O89049 | purified TrxR1 substrate turnover, NADPH consumption readout | Potency, µM (series often up to 114 µM), inactives show top-dose activity change, negative = substrate turnover | 390,000 tested, 0.01% active | AID 588456; further: potency means the concentration at half of the fitted maximal effect; on the % scale 0 is the no-effect control and ±100 the full control effect; nearly all actives have a fitted effect of over 50% in size
Target sequence (O89049 whole entry, looked up): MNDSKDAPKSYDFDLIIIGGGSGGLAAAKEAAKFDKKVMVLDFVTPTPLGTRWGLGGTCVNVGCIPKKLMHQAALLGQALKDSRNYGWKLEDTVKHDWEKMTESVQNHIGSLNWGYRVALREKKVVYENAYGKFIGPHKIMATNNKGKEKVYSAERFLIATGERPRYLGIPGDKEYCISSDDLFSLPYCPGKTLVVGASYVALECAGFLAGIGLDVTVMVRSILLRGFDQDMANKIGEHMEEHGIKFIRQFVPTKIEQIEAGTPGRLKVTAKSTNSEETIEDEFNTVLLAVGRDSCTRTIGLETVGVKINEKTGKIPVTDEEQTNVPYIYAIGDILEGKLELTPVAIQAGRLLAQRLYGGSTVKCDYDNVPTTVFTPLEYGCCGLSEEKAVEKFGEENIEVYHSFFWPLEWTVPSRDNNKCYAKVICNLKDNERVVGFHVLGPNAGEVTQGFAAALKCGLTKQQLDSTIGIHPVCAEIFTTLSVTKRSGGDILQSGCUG
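Rat TrxR1, dispensed at 90 nM, was prereduced with 400 uM NADPH (final) for 5 min at ~22 deg C, then incubated with compound 15 min before 400 uM selenite. A first-read NADPH fluorescence drop versus no-compound background flagged substrates.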
RXFP1 agonist: RXFP1 (human) receptor agonism; AID 2676; HEK293T-RXFP1 cAMP TR-FRET, 30 min; response scale: percent of porcine relaxin response, buffer zero; Potency, µM (doses to about 57.5 µM), for inactives: at the top dose activation, most hits filed as activators; 370,000 tested, 0.3% active; Q9HBX9; further: potency means the concentration at half of the fitted maximal effect; on the % scale 0 is the no-effect control and ±100 the full control effect; nearly all actives have a fitted effect of over 60% in size; many of its hits are not listed in these tables
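HEK293 cells stably expressing RXFP1, treated 30 min at 37C with compounds plus PDE4 inhibitor Ro 20174; cAMP measured by HTRF TR-FRET. Normalized to buffer and 29 nM porcine relaxin; EC50 by Hill fit.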
Active calls of the source: *; ? = inconclusive; nt = not tested or not shown; & = joins results of further samples; [ ] = dose if it differs, or a comment. Unless noted, the call rests on the fitted dose curve; in most records, active means well fitted curve in the direction sought with a large enough effect; inconclusive means small, poorly fitted or top-dose-only effect, or another doubt; inactive means no such curve, though single readings can be large; an effect the other way counts as inactive or inconclusive. An excerpt. The share of hits here may be higher or lower than overall.

SMILES	LDHA block	Vif-APOBEC3G blk	GRP78 ERSR act	USP1 inh	PI4K2A block	Vif-A3F inh	mIDH1 inhibitor	TrxR1 substrate	RXFP1 agonist
COCCN(C(=O)CNC(=O)c1ccco1)C(C(=O)NC1CCCCC1)c1cccnc1 (centres undefined)	-10	-3%	0%	-7%	3	-1%	12%	17%[0.0914 µM]	-0.8%
C[C@H](CO)N1C[C@H](C)[C@@H](CN(C)S(C)(=O)=O)Oc2ccc(NC(=O)CCC(F)(F)F)cc2C1=O	-13	-2%	-4%	-1%	-4	0%	-13%	0%	nt
CC(C(=O)Nc1nnc(C2CC2)s1)N1C(=O)C2CC=CCC2C1=O (centres undefined)	0	-21%	5%	-19%	1	3%	-10%	5%	0.7%
CCOC(=O)c1ccc(S(=O)(=O)NCC(C)(C)N2CCOCC2)cc1	-7	-2%	-5%	-19%	2	-1%	5%	7%[0.0914 µM]	1.5%
CC(=O)Nc1cccc(Oc2ncnc3scc(-c4ccc(C)cc4)c23)c1	-8	7%	0%	-11%	5	-12%	-13%	-6%	-0.5%
CN(C)c1ccc(/C=N/n2cnn(Cc3ccccc3Cl)c2=S)cc1	-4	-1%	6%	-13%	-2	12%	-11%	-9%[57.1 µM]	0.1%
CC(C)(C)C1CCC(=NNC(=O)c2ccc(Br)o2)CC1 (centres undefined)	-4	-1%	3%	-18%	-3	-8%	1%	18%[57.1 µM]	0.8%
CCS/C(N)=N/N=C/c1cc(C)ccc1O	5	-1%	-10%	-21%	-1	1%	4%	-2%	1.4%
COc1cccc(CNC(=O)c2cc(S(=O)(=O)N3CCCCC3)ccc2C)c1	-2	1%	-4%	-14%	-3	0%	-4%	nt	nt
CCCCCCN1C[C@@H](O)[C@H](n2cc(-c3ccc(F)cc3)nn2)C[C@@H]1c1ccccc1	-14	-8%	0%	-7%	2	-19%	-4%	nt	nt
CC(=O)Nc1ccc(NC(=O)c2ccccc2CC[N+](=O)[O-])cc1	-1	0%	-4%	-16%	4	7%	12%	-2%[57.1 µM]	0.0%
CCOc1cc(N2CCOCC2)c(OCC)cc1NC(=O)CC12CC3CC(CC(C3)C1)C2	9	3%	1%	-23%	2	2%	-3%	-4%	0.2%
O=C1CC2(CCN(C(=O)c3c(F)cccc3F)CC2)Oc2ccccc21	-4	-2%	-2%	-6%	3	8%	1%	7%	-1.0%
O=C(c1ccco1)N1CCc2ccccc21	-1	-2%	-1%	-2%	-4	2%	-5%	2%	3.0%
CCS(=O)(=O)N1Cc2ccccc2CC1C(=O)NCCc1c[nH]c2ccccc12 (centres undefined)	-7	-6%	6%	-16%	-8	-4%	-1%	14%[0.0914 µM]	-0.4%
CCc1ccc(OC(C)C(=O)Nc2ccc(S(=O)(=O)Nc3cc(C)on3)cc2)cc1 (centres undefined)	-8	-3%	-4%	-15%	2	-3%	-1%	7%	3.4%
CC(C)NCc1nnc(-c2ccc(Cl)cc2)o1	-13	4%	0%	-5%	-6	-5%	-2%	-3%	0.3%
COCCn1c(=NC(=O)c2ccco2)sc2cc(C(=O)OC)ccc21	-3	0%	1%	-17%	0	3%	9%	5%	-0.5%
COc1ccc(-c2cc(=O)oc3cc(OC(C)C(=O)NC4CC4)ccc23)cc1 (centres undefined)	-4	1%	-2%	-17%	-2	-1%	-2%	27%	10%
COc1ccc(C(=O)N/N=c2\oc3ccccc3cc2C(=O)NCc2ccccc2)cc1	-5	-2%	2%	-18%	0	12%	4%	-3%	-0.2%
C/C(=C\C(=O)c1ccc(C)o1)Nc1ccc2c(c1)OCO2	23	0%	1%	0%	-6	-5%	16%	0%	1.2%
CC(C)c1ccc(NC(=O)COC(=O)[C@H](CCC(N)=O)NC(=O)c2ccc(F)cc2)cc1	2	-1%	-4%	-10%	-4	0%	-3%	-1%[57.1 µM]	2.3%
Cc1[nH]c2ccccc2c1/C=N/Nc1nncn1N	34	-7%	-5%	?	-29	2%	21%	-13%	2.6%
COc1ccc(CNC(=O)CCCCCNC(=O)N2CCn3c2nc2ccccc23)cc1	0	0%	-9%	-22%	-1	3%	0%	2%	1.6%
CCOc1ccc(OCCCC(=O)N(C)CC(=O)Nc2ccccc2Br)cc1	-4	0%	-4%	-19%	1	-5%	-1%	8%[57.1 µM]	nt
Cc1ccccc1Cc1c(C)nc2nc(SCC(=O)NCc3ccco3)nn2c1C	-7	-16%	-4%	-10%	-2	-4%	0%	8%[57.1 µM]	1.1%
CC1CN(C(=O)Cn2c(C(F)(F)F)nc3ccccc32)CC(C)O1 (centres undefined)	-8	0%	-6%	3%	-6	1%	-1%	0%	1.1%
COc1ccc(C2C(=O)N(C3CCCCC3)CC(=O)N2C2CCCC2)cc1 (centres undefined)	-5	-8%	0%	-4%	6	-1%	4%	3%	0.6%
Cc1cc(C)n2nc(C(=O)OCC(=O)Nc3cc(S(=O)(=O)N4CCOCC4)ccc3Cl)nc2n1	0	-7%	-2%	10%	-1	-4%	3%	8%	nt
CCCn1c(SCC(=O)NCCc2ccc(Cl)cc2Cl)n[nH]c1=O	-2	-2%	-2%	-22%	-1	1%	1%	-8%	0.0%

By substructure, the compounds so far with bromine (2)
SMILES	LDHA block	Vif-APOBEC3G blk	GRP78 ERSR act	USP1 inh	PI4K2A block	Vif-A3F inh	mIDH1 inhibitor	TrxR1 substrate	RXFP1 agonist
CC(C)(C)C1CCC(=NNC(=O)c2ccc(Br)o2)CC1 (centres undefined)	-4	-1%	3%	-18%	-3	-8%	1%	18%[57.1 µM]	0.8%
CCOc1ccc(OCCCC(=O)N(C)CC(=O)Nc2ccccc2Br)cc1	-4	0%	-4%	-19%	1	-5%	-1%	8%[57.1 µM]	nt

Further structures
SMILES	LDHA block	Vif-APOBEC3G blk	GRP78 ERSR act	USP1 inh	PI4K2A block	Vif-A3F inh	mIDH1 inhibitor	TrxR1 substrate	RXFP1 agonist
CN1CCCN(S(=O)(=O)c2ccc(Cl)c(Cl)c2)CC1	-2	1%	-3%	-18%	3	10%	3%	2%	1.1%
CC(=O)c1ccc(N2CCN(C(=O)CCS(=O)(=O)c3ccc(C)cc3)CC2)cc1	-1	-5%	7%	-16%	1	5%	5%	-9%	0.1%
CC(CC(=O)Nc1nnc(C(C)(C)C)s1)c1ccccc1 (centres undefined)	0	0%	-4%	-20%	-5	3%	11%	6%	1.6%
O=C(C1CCCN(Cc2ccccc2Cl)C1)N1CCCCC1 (centres undefined)	-16	0%	-4%	-17%	-2	-2%	8%	4%	-2.2%
O=C(CSc1nc(O)c(Cc2ccccc2)c(=O)[nH]1)Nc1ccccc1	-2	4%	2%	-11%	-4	-1%	8%	-6%	0.2%
O=C(COc1ccccc1)NC(NC(=S)Nc1ccccc1O)C(Cl)(Cl)Cl (centres undefined)	-2	0%	-2%	-24%	0	-1%	-2%	13%[57.1 µM]	1.7%
C/C=C1\COC(C(=O)NCc2ccccc2)(C(F)(F)F)C=C1C=C1CCCCC1 (centres undefined)	0	2%&-11%	?	-31%	1	-2%	10%	5%&3%	nt
CCOc1ccc(C(=O)NCC(=O)N2CCc3ccccc3C2)cc1OCC	-4	-7%	-3%	-10%	20	-1%	-2%	0%	-0.4%
Cc1cc(=O)oc2c(C)c(OC(C)C(=O)NCCN3CCOCC3)ccc12 (centres undefined)	-3&13	0%	-1%	-18%	7	-3%	-4%	23%	11%
Cc1ccc(S(=O)(=O)NC2=NCN(CCN3CCOCC3)CN2)cc1	-6	1%	-3%	-15%	8	2%	5%	6%	-0.1%
O[C@H]1C[C@H](c2ccc(Cl)cc2)N(Cc2cccs2)C[C@@H]1n1cc(-c2ccc(F)cc2)nn1	2	-7%	-11%	-26%	2	0%	-2%	nt	nt
COc1cc(NC(=O)C2CC(c3ccccc3Cl)=NO2)cc(OC)c1OC (centres undefined)	-5	-1%	-3%	-23%	11	-10%	-5%	2%	1.3%
C[C@H](CO)N1C[C@H](C)[C@@H](CN(C)S(=O)(=O)c2ccccc2)Oc2ccc(NS(=O)(=O)c3cn(C)cn3)cc2C1=O	-2	-1%	3%	-5%	6	3%	13%	3%	nt
CN(C)C(CNC(=O)CCCc1c[nH]c2ccccc12)c1ccco1 (centres undefined)	-1	-1%	-3%	-9%	-2	5%	1%	5%	0.0%
O=C(OCCOc1cccc(Cl)c1)c1ccc(F)c(S(=O)(=O)N2CCOCC2)c1	0	16%	-4%	-24%	3	-2%	11%	-1%	4.1%
CSc1nsc(SCC(=O)Nc2ccc(C(=O)O)cc2)n1	-4	0%	-2%	-11%	2	-8%	-5%	-5%	0.1%
CCc1ccc2oc(-c3ccc(C)c(NC(=O)COc4ccc(Cl)cc4)c3)nc2c1	-6	1%	-2%	nt	nt	nt	nt	2%	nt
COc1nc(Nc2nc3ccccc3c(=O)[nH]2)nc2ccc(C)cc12	-9	-7%	2%	-23%	0	1%	0%	-1%	0.0%
CC(=O)c1ccc(N2CCN(C(=O)c3c(-c4ccccc4Cl)noc3C)CC2)cc1	-9	-2%	-5%	-4%	14	3%	0%	-7%	2.8%
COc1ccc(-c2cc(C(=O)NCC3CCCCC3)[nH]n2)c(C)c1	-12	-1%	-1%	nt	3	nt	nt	nt	nt
COc1ccc(N(Cc2cccs2)C(=O)c2ccc(C(C)(C)C)cc2)cc1	7	2%	-4%	-14%	0	7%	15%	-2%	-0.6%
